T cell modulator – T cell immune modulators affecting CD8 T cell-vesicle binding | 2C CD8+ T cell-vesicle binding, flow cytometry; hits give low values | calls only at 7 µM | actives 0.068% (n = 330,000);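 active = response, share of CD8 T cells binding vesicles, and their 90th percentile fluorescence all below set limits, cut at about 80% in these data, passing the limit was not always enough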
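Incubation: binding step 1.5 h, 37 °C, antibody labelling 20 min, ice; system: murine 2C transgenic CD8+ T lymphocytes; technique: cytometric PE anti-B7-1 and Alexa647 anti-CD8 signals after 1% paraformaldehyde fixation; also added: QL9-charged Drosophila Ld/ICAM-1/B7-1 vesicles; control set: naked versus QL9-loaded vesicles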
GPR55 LPI antagonism – inhibition of LPI-stimulated GPR55 beta-arrestin translocation – imaging, U2OS, beta-arrestin-GFP, LPI agonist, primary screen (AID 2013) | U2OS GPR55 beta-arrestin-GFP translocation imaging, LPI antagonism; higher % means a stronger effect | inhibition, % at 10 µM, or IC50 in µM where a hit was titrated | actives 0.13% (n = 290,000);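 active = spots per cell inhibited over 60%, with over 100 cells counted and total cytoplasm intensity under 500,000; inconclusive = wells with under 100 cells, flagged as likely toxic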;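 note: U2OS cells stably carrying GPR55 and arrestin-GFP stimulated by 5 µM LPI near EC80; imaged beta-arrestin-GFP aggregate spots per cell after agonist stimulation; plate controls were LPI-stimulated DMSO wells for no effect and DMSO wells without LPI for full effect; some results filed as inactive read as strong as hits; confirmed hits need IC50 under 10 µM and bright autofluorescent wells are also inconclusive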
GPR55 beta-arrestin – selective activators of receptor GPR55 – imaging, U2OS cells, beta-arrestin-GFP redistribution, primary screen (AID 1961); U2OS GPR55 beta-arrestin-GFP redistribution imaging; higher % means a stronger effect; activation, % at 10 µM, or EC50 in µM where a hit was titrated; actives 0.048% (n = 290,000);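 active = activation above 40% with more than 50 cells counted in the well; inconclusive = wells holding fewer than 50 cells, flagged as toxic or sparse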;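 note: U2OS osteosarcoma cells stably expressing GPR55 and beta-arrestin-GFP; plate controls were DMSO negative control for no effect and LPI positive control for full effect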
West Nile virus CPE – inhibition of WNV-induced cytopathic effect – cell-based, CPE readout (AID 1621); West Nile virus-infected cells, CPE inhibition; higher % means a stronger effect; CPE inhibition, % at 10 µM, or IC50 in µM where a hit was titrated; actives 0.02% (n = 290,000); in the data active = a potency from the dose series; inconclusive = CPE inhibition mostly from about 3.7% at the one dose, without a potency; inactive = the rest, 99 in 100 with CPE inhibition below about 2.2%; note: strong numbers were not always called active
KOR beta-arrestin-1 – KOR antagonists, beta-arrestin recruitment, cell-based, luminescence, uHTS (AID 1778) | KOR beta-arrestin recruitment, luminescence, antagonist mode; higher % means a stronger effect | actives 0.091% (n = 290,000) | one-dose inhibition, % at 10 µM; IC50 in µM for titrated hits; in the data active = inhibition above about 50%; note: strong numbers were not always called active
GPR35 arrestin U2OS – inhibition of zaprinast-stimulated GPR35 beta-arrestin translocation – imaging, U2OS, beta-arrestin-GFP, zaprinast agonist, primary screen (AID 2058). U2OS GPR35 beta-arrestin-GFP translocation imaging, zaprinast antagonism; higher % means a stronger effect. one-dose inhibition, % at 10 µM; IC50 in µM for titrated hits. actives 0.052% (n = 290,000);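 active = inhibition of at least 50% with at least 30 cells and total cytoplasm GFP at most 10,000,000; inconclusive = under 30 cells or total GFP of 10,000,000 plus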
NTR1 agonist – NTR1-driven beta-arrestin-GFP spot formation – imaging, U2OS cells, high content, primary screen (AID 493036); P30989; agonist mode; activation, % at 20 µM; actives 0.17% (n = 330,000);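 active = activation at or above 40% of the spot to cytoplasm intensity ratio, with at least 20 cells analyzed; inconclusive = wells under 20 cells, flagged as cytotoxic or low count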;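 note: 0% = DMSO without peptide and 100% = 100 nM NTR1 peptide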
Target sequence (P30989 whole entry, looked up): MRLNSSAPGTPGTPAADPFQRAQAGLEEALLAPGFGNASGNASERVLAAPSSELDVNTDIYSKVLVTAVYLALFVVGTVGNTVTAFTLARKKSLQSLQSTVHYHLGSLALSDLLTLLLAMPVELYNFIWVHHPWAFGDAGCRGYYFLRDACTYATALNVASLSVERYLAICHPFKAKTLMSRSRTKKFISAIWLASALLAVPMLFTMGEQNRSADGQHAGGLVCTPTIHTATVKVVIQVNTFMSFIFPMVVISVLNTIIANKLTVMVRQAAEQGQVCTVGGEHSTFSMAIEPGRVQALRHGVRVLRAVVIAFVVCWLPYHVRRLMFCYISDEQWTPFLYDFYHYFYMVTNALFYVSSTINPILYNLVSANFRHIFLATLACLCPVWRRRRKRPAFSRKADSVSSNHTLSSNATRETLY
PhoP inhibition – PhoP-dependent GFP reporter repression – Salmonella Typhimurium, primary screen (AID 1863). actives 0.16% (n = 300,000). S. Typhimurium PhoP-regulated promoter GFP reporter, 4 h; higher % means a stronger effect. inhibition, % at 50 µM, or IC50 in µM where a hit was titrated;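 active = inhibition over 29.93%, a cutoff 3 SD above the screen mean, later confirmed by dose response; inconclusive = inhibition over 29.93% but no dose response follow-up; inactive = inhibition at most 29.93% or unconfirmed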;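 note: 0% = low Mg2+ inducing control and 100% = high Mg2+ repressing control; strong numbers were not always called active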
KOR beta-arrestin-2 – KOR agonists, beta-arrestin recruitment, primary screen, cell-based, luminescence, uHTS (AID 1777); KOR beta-arrestin recruitment, luminescence; higher % means a stronger effect; activation, % at 10 µM; hits with a dose series show EC50 in µM; actives 0.02% (n = 280,000); in the data active = activation above about 50%, passing the limit was not always enough; note: a part of the inactive calls stands beside numbers as strong as those of hits
T cell modulator vesicle-bound % – second read-out of T cell modulator, no call of its own (marks repeat the call); double positive events, %; measured here: CD8+ vesicle-bound cell fraction;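 binding gate set so that unloaded-vesicle control wells show 10% double positive cells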
NTR1 agonist cell count 20 µM – recorded beside NTR1 agonist, whose call it bears; cell count; measured here: cell count, cytotoxicity flag
* hit, by the source's call; i = inactive; u = inconclusive; x = no result given; [ ] = another dose, or the depositor's remark.

structure,T cell modulator,T cell modulator vesicle-bound %,GPR55 LPI antagonism,GPR55 beta-arrestin,West Nile virus CPE,KOR beta-arrestin-1,GPR35 arrestin U2OS,NTR1 agonist,NTR1 agonist cell count 20 µM,PhoP inhibition,KOR beta-arrestin-2
Cc1c(N2C(=O)/C(=C\c3ccc(N(C)C)cc3)N(C)C2=S)c(=O)n(-c2ccccc2)n1C,i,49,8%,0.0%,-0.8%,-25%,-1%,x,x,21%,-11%
COCCn1cc(-c2csc(N)n2)c2ccccc21,i,40,-2%,0.5%,0.0%,-51%[20 µM],15%,3.0,61,6%,0.0%
Cc1cccc(N(CC(=O)NC2CCCCC2)C(=O)CCC(=O)Nc2ccccn2)c1,i,57,2%,-0.1%,0.1%,6%,1%,1.1,70,x,3.4%
COc1ccccc1-c1nc(C#N)c(N2CCC(Cc3ccccc3)CC2)o1,i,18,5%,-0.3%,-0.5%,-30%,1%,8.9,36,1%,0.9%
N=c1oc2cc(O)ccc2cc1C(=O)Nc1ccc(F)cc1,i,27,-2%,0.0%,-2.0%,-8%,7%,0.4,46,-4%,-3.9%
CNCc1ccccc1Sc1ccc(OC)cc1,i,58,14%,-0.2%,x,-5%,-7%,-1.3,60,13%,3.6%
CC1(C)Cc2ccccc2-c2nnc(SCc3ccc(C#N)cc3)n21,i,41,2%,-0.2%,-0.7%,14%,2%,3.0,83,12%,6.4%
Nc1nc(SCC(=O)NCc2ccco2)[nH]c(=O)c1-c1ccccc1,i,35,-3%,-0.1%,-0.3%,1%,-2%,-1.2,61,8%,-2.4%
COc1cccc(S(=O)(=O)NCc2ccc(C(=O)NCC3CCCO3)cc2)c1 (stereo unspecified),i,57,-2%,-0.1%,1.7%,-36%,9%,-0.2,43,8%,-0.8%
Cc1ccc(S(=O)(=O)N2CCN(C(=O)N(C)C)CC2)cc1,i,26,15%,0.3%,0.0%,-36%[20 µM],1%,3.4,27,-6%,x
Cn1nnnc1SCc1nc2scc(-c3ccc(Cl)cc3)c2c(=O)[nH]1,i,20,6%,-1.9%,0.0%,26%,-14%,2.5,62,-2%,-2.8%
OCC1(Cc2ccc(F)cc2F)CCCN(CCCc2ccccc2)C1 (stereo unspecified),i,56,10%,-0.3%,-0.8%,-70%[20 µM],4%,0.6,77,4%,0.1%
COc1ccc(CNC(=O)CCc2nnc3ccc(N4CCC5(CC4)OCCO5)nn23)cc1,i,40,-18%,0.8%,0.5%,6%,14%,-0.3,62,8%,10%
Cc1cc(NC(=O)CN2CCOCC2)n(-c2nc3ccccc3s2)n1,i,13,11%,-0.2%,0.7%,-8%,10%,6.3,87,-1%,8.0%
O=c1onc(-c2cccs2)n1Cc1ccccc1,i,25,14%,-0.2%,-0.7%,-5%,15%,-1.1,90,3%,2.3%
Cc1ccc(CNc2c(C=O)c(=O)[nH]c3ccccc23)cc1,i,63,-7%,0.6%,-0.4%,-23%[20 µM],1%,3.0,73,-2%,-0.8%
Cc1cc(C(F)F)n2ncc(C(=O)N3CCCCC3)c2n1,i,24,10%,-0.3%,0.5%,8%,-2%,-0.2,57,1%,-7.2%
Cc1ccc(S(=O)(=O)Nc2cccc(-c3ccc(N4CCCCCC4)nn3)c2)cc1,i,28,2%,-0.1%,0.7%,-56%,8%,2.9,73,0%,2.1%
S=c1nc(Cc2ccccc2)[nH]c2ccccc12,i,54,7%,0.0%,-0.1%,29%,-1%,1.5,92,0%,-1.0%
CC(C)Cn1c(SCC(=O)N2CCCc3ccccc32)nc2ccccc2c1=O,i,49,12%,-1.9%,-0.3%,23%,-5%,10,60,3%,-0.9%
COC(=O)c1cccc(NC(=O)/C=C/c2ccc([N+](=O)[O-])cc2)c1,i,27,-2%,u,-0.7%,32%,-9%,0.8,69,-6%,5.2%
O=C(c1ccccc1)C(Cn1cncn1)C(Sc1ccccc1)c1ccccc1 (stereo unspecified),i,48,4%,-0.1%,0.5%,37%,3%,7.6,35,9%,-1.2%
CC(=O)Nc1ccc(CN(C)CC2CCCN(CCc3cccc(C(F)(F)F)c3)C2)cc1 (stereo unspecified),i,42,3%,-0.1%,1.4%,-5%,9%,1.1,64,9%,2.6%
Cc1cccc(C)c1NC(=O)c1cnccn1,i,42,-1%,-0.1%,0.7%,-4%,16%,0.1,77,1%,4.7%
N#Cc1cc([N+](=O)[O-])ccc1N1CCN(c2ccccc2O)CC1,i,46,1%,-0.3%,-0.8%,10%,7%,1.0,63,3%,-3.0%
CCn1c(=O)cc(SCC(=O)NCc2cccnc2)c2ccccc21,i,20,-1%,-0.1%,0.3%,-9%,-3%,-1.4,71,2%,-3.1%
CC(=O)c1ccc(S(=O)(=O)N2CCN(C(=O)CSc3ccc(C)c(C)c3)CC2)cc1,i,22,-7%,-0.2%,-1.8%,-17%,5%,-0.2,35,4%,0.0%
O=C(NCCCN1CCOCC1)c1cc(-c2ccc(Cl)cc2)on1,i,59,8%,0.7%,-0.8%,25%,-7%,-1.1,79,-4%,3.6%
COc1ccccc1N1Cc2ccc(OC)c(OC)c2C1=O,i,22,8%,-0.1%,-0.3%,20%,14%,0.0,91,-6%,-5.7%
Cc1ccc(NC(=O)CSc2nc(N)cc(=O)[nH]2)cc1S(=O)(=O)N1CCOCC1,i,26,13%,-0.2%,0.2%,-17%,-1%,7.7,51,-7%,0.1%
Cc1ccc(C)n1/N=C1/NC(=O)CS1,i,29,-1%,-0.4%,0.7%,1%,4%,-0.5,56,-10%,-1.6%
CCCCOc1ccc(-c2nnc(-c3ccncc3)o2)cc1,i,57,8%,0.5%,-1.6%,-18%,8%,4.0,96,16%,-2.7%
Cc1nnsc1NC(=O)OCC(C)(C)C,i,12,10%,-0.1%,-0.2%,1%,8%,-0.8,53,-5%,2.3%
COCCCN(Cc1ccco1)C(=O)Cn1ncc2c(=O)oc3ccc(C)cc3c21,i,62,1%,-0.1%,-0.2%,20%,-7%,2.2,61,3%,-4.3%
N#CCOc1coc(CN2CCN(c3ccccc3)CC2)cc1=O,i,28,2%,-0.1%,0.1%,-2%,7%,0.3,72,-9%,1.2%
COc1ccc(CCN2CC(C(=O)NCCc3cccnc3)CCC2=O)cc1 (stereo unspecified),i,66,0%,0.7%,0.1%,-9%,5%,-0.9,49,-2%,2.2%
COc1cccc(-c2ccc(C#N)c(SCC(=O)NCCc3cccc(Cl)c3)n2)c1,i,24,-6%,0.0%,-0.8%,-28%,4%,3.1,87,-5%,0.6%
Cc1cccn2c(=O)c(C=O)c(N3CCCCC3)nc12,i,45,-14%,0.6%,1.0%,-17%[20 µM],14%,0.7,20,0%,x
COC(=O)CN(c1ccccc1F)S(=O)(=O)c1ccccc1,i,16,9%,-0.1%,-0.2%,-41%,7%,-1.8,95,1%,-3.5%
Nc1nc(-c2ccc(Cl)cc2)nn1C(=O)c1cccs1,i,38,0%,0.0%,-0.4%,2%,-9%,2.0,48,-4%,-6.6%
CCOC(=O)C(=O)NCc1ccc(/C=C2/N=C(C)C(C(=O)OCC)=C2O)o1,i,17,-5%,0.2%,0.2%,-34%,9%,0.7,54,-4%,-1.1%
NC(=O)COc1ccccc1/C=C1/SC(=O)N(CC(=O)N2CCc3ccccc3C2)C1=O,i,11,7%,-0.1%,x,15%,-8%,10,64,3%,-0.2%
CC(=O)Nc1ccc(NC(=O)CN2CCN(c3ccccn3)CC2)cc1,i,51,-10%,-0.1%,0.2%,-15%,-2%,-0.6,86,-2%,0.8%
CCc1nnc(NC(=O)CSc2nnc(Cc3cc(=O)[nH]c(=O)[nH]3)n2-c2ccc(OC)cc2)s1,i,38,12%,0.0%,0.1%,9%,-4%,3.7,85,-4%,-5.3%
S=c1nc(NCc2cccc(Cl)c2)c2ccccc2[nH]1,i,22,-3%,0.4%,-0.5%,3%,10%,0.4,100,22%,-3.4%
O=C(COC(=O)c1cccc(S(=O)(=O)N2CCN(c3ccc(F)cc3)CC2)c1)NCC1CCCO1 (stereo unspecified),i,68,8%,-0.5%,0.2%,-2%,-5%,-0.5,53,-4%,-1.7%
Cc1cc(N(C)C)nc(SC(C)C)n1,i,7,0%,0.0%,-0.1%,20%,9%,2.1,46,-9%,-2.9%
Cc1cc(CN(C)C(=O)C2CCC(=O)N(CCc3cccc(F)c3)C2)on1 (stereo unspecified),i,61,-1%,-0.1%,-0.5%,31%,4%,0.2,53,4%,1.5%
COc1ccc(C(=O)CSc2nc(C)cc(=O)[nH]2)cc1,i,5,6%,-0.1%,-0.5%,36%,-2%,-0.9,46,2%,-2.0%
Cc1cccc(CN2CCN(c3nc4nonc4nc3NC3CC3)CC2)c1,i,50,-1%,-0.3%,-1.2%,-14%,13%,-0.7,55,-12%,-0.4%

Continuation:
structure,T cell modulator,T cell modulator vesicle-bound %,GPR55 LPI antagonism,GPR55 beta-arrestin,West Nile virus CPE,KOR beta-arrestin-1,GPR35 arrestin U2OS,NTR1 agonist,NTR1 agonist cell count 20 µM,PhoP inhibition,KOR beta-arrestin-2
COC(=O)c1cc(OC)c(OC)cc1NC(=O)CCC1CCCC1,i,48,-4%,0.9%,1.7%,24%,-13%,3.7,75,0%,-2.7%
O=C(N/N=C/c1ccc(O)c([N+](=O)[O-])c1)C(O)(c1ccccc1)c1ccccc1,i,48,2%,0.5%,0.2%,-46%[20 µM],0%,1.2,56,-3%,-2.5%
CC(=O)c1cc(-c2ccccc2)n(CC(=O)NC2CCCC2)c1C,i,13,13%,-0.2%,-0.7%,-14%,-22%,-0.3,61,-11%,1.9%
COC(=O)c1c(NC(=O)/C=C/C(=O)O)sc(C)c1-c1ccc(C)c(C)c1,i,45,0%,-0.3%,-1.6%,13%,24%,5.8,64,19%,-2.3%
CCOC(=O)c1c(NC(=O)CSc2n[nH]c(N)n2)sc(CC)c1C,i,47,-1%,-0.1%,2.2%,-2%,10%,7.2,37,18%,6.4%
C/C(=N\Nc1nc(-c2cc(C)ccc2C)cs1)c1cc2c(ccc3ccccc32)oc1=O,i,42,1%,0.0%,-0.2%,2%,-14%,x,x,23%,-0.9%

Assay outcomes (PubChem)
